hiPSC survival – enhancers of single-cell hiPSC survival, primary screen, ATPlite luminescence | 100% = ROCK inhibitor wells, 0% = DMSO | survival enhancement, % at 20 µM | 0.044% of 360,000 active | AID 602274, 2012; in the data active = survival enhancement above about 18%;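 note: cells exposed to compounds for 16 hours before the ATP read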
HIF-2a block – HIF-2a reporter inhibitors, primary screen, luminescence, 786-0 RCC cells. 786-0 RCC cells HIF-2a reporter, luciferase luminescence, overnight. inhibition, % at 18.8 µM. 0.72% of 360,000 active. AID 624352, 2012;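 active = inhibition of the luminescence signal of 40% or more relative to plate controls, in a single-dose primary screen at 18.75 µM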
KKLEB tox – cytotoxicity in KKLEB CF airway cells, primary screen, cytotoxicity control for CF NF-kB inhibitor project, cell-based, uHTS, fluorescence assay plates; AID 602141, 2011; 0.36% of 360,000 active; KKLEB CF airway cells viability, ATPlite luminescence, overnight; hits give low values; cells stimulated with P. aeruginosa culture filtrate; activity change (cytotoxicity), % at 5 µM;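 active = corrected activity change at or below -50% at 5 µM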
TWEAK Fn14 block – inhibitors of TWEAK-Fn14 signaling, primary screen, luciferase reporter cells, uHTS | TWEAK-stimulated Fn14 reporter cells, luciferase luminescence, 8 h | inhibition, % at 10 µM | 2% of 360,000 active | AID 1159606, 2016; in the data active = inhibition above about 50%
CF NFkB inh – inhibitors of PAF-induced NF-kB signaling, primary screen, cell-based, GFP fluorescence, uHTS | AID 588850, 2011 | KKLEB NF-kB-GFP reporter, GFP fluorescence overnight | inhibition, % at 5 µM | 0.86% of 360,000 active;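 active = at least 50% inhibition at 5 µM, scaled per plate between neutral and stimulator controls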;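 note: PAF is a Pseudomonas aeruginosa culture filtrate used as stimulus; plate controls were PAF-stimulated DMSO wells for no effect and unstimulated DMSO wells for full effect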
Shn3 3UTR inh – reduction of Shn3 3'UTR firefly luciferase signal, primary screen, Schnurri-3 inhibitor project, cell-based, Clone20 osteoblasts, set 2. Clone20 osteoblast Shn3 3'UTR firefly luciferase, 24 h. inhibition, % at 12.5 µM. 0.52% of 360,000 active. AID 588674, 2011;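 active = mean inhibition of at least 75% with every replicate also reaching 75%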;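 note: 0% = median of neutral control wells and 100% = pilot-screen positive control compound; some compounds past the cut are filed as inactive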
NR2E3 ag-1 – inhibitors of NR2E3-RetCOR corepressor binding, primary screen, NR2E3 agonist project, biochemical, TR-FRET, GST-NR2E3, biotin-RetCOR. Photoreceptor-specific nuclear receptor (Homo sapiens), Q9Y5X4. 1536-well. inhibition of corepressor binding, % at 4.78 µM. 0.12% of 320,000 active. AID 2300, 2010;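 active = percent inhibition above the cutoff of mean plus 3 SD of all tested compounds, set per screening campaign, cut at about 20% in these data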;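 note: 0% = DMSO wells and 100% = biotin wells as full block of FRET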
Target sequence (Q9Y5X4 whole entry, looked up): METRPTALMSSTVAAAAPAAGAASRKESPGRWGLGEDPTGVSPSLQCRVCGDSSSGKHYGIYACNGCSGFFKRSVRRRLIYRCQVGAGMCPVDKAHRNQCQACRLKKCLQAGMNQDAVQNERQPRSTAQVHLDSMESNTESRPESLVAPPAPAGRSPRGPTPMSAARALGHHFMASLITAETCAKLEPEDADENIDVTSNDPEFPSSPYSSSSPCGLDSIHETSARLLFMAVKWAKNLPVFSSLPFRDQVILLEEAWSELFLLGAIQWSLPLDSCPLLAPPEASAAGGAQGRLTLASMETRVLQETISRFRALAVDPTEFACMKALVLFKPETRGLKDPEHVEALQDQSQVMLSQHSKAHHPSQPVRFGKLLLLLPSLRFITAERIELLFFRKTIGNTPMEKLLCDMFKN
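Material: NR2E3–RetCOR corepressor complex / Amount: 1.35 nM GST-NR2E3 / Medium: Tris pH 7.5 / Compound: single nominal compound dose of 4.8 µM / Incubation: 5 h at 4 °C / Technique: TR-FRET, Eu(K)-anti-GST donor, streptavidin-D2 acceptor, ex 340, em 617/671 nm / Read-out basis: percent loss of FRET ratio relative to control wells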
TRPM1 prom inh – inhibitors of MITF-dependent TRPM1 promoter reporter, primary screen, cell-based, SK-MEL-5, single point, luciferase; SK-MEL-5 TRPM1 promoter luciferase, 24 h; inhibition, % at 12.5 µM; 0.83% of 330,000 active;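 active = mean inhibition across replicates of 60% or more, whatever share of single replicates reaches that level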; note: values of inactives mirror those of a sister screen read the other way
aDG glyco act – activators of alpha-DG glycosylation, primary screen, uHTS, Pro5-aDG cells, AlphaScreen; alpha-DG glycosylation AlphaScreen (IIH6); 0% Pro5, 100% B10-LARGE cell signal; activation, % at 10 µM; 0.22% of 360,000 active; AID 624168, 2012;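 active = activation of at least 8% versus controls, or a plate z-score of at least 8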;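 note: Pro5 are CHO cells carrying HIG-tagged alpha-DG that lacks glycosylation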
NR2E3 ag-2 – NR2E3 agonists in two-hybrid cells, primary screen, cell-based, luminescence, CHO-S, Gal4-NCOR/VP16-NR2E3; Photoreceptor-specific nuclear receptor (Homo sapiens), Q9Y5X4; luciferase; inhibition of corepressor binding, % at 3.98 µM; 0.35% of 360,000 active; AID 602229, 2012;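 active = inhibition above the mean of all tested compounds plus 3 SD, cut at about 70% in these data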;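 note: 0% = DMSO with NR2E3 transfected cells and 100% = cells lacking NR2E3 construct; higher means lower luciferase signal from less NR2E3 corepressor binding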
Peg3 promoter – Peg3 promoter-driven luciferase inhibitors, primary screen, cell-based, HeLa, luciferase luminescence; 1.7% of 360,000 active; HeLa PEG-Prom luciferase reporter, overnight; inhibition, % at 20 µM; AID 588405, 2011;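 active = inhibition of at least 50% at 20 µM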
An asterisk follows results filed as active; nt = no result given.

Every second line gives: hiPSC survival	HIF-2a block	KKLEB tox	TWEAK Fn14 block	CF NFkB inh	Shn3 3UTR inh	NR2E3 ag-1	TRPM1 prom inh	aDG glyco act	NR2E3 ag-2	Peg3 promoter
O=C(O)CNC(=O)/C(=C/c1cccc([N+](=O)[O-])c1)NC(=O)c1ccco1
→ 3.1	18	-1	-7	11	-6	-1	1	-0.3	13	-4
C/C(=N\NC(=O)c1nnn(-c2nonc2N)c1CSc1ccccc1)c1ccco1
→ -0.5	5	4	-29	-40	-11	2	0	0.3	21	28
CC(C)CCNC(=O)CN(C(=O)CCC(=O)Nc1ccccn1)c1ccc(F)c(Cl)c1
→ -1.9	11	2	-23	19	-47	4	nt	0.2	-10	0
CC12CCC(C(=O)NC3CCCCC3)([C@H](Br)C1=O)C2(C)C (stereo partly drawn)
→ -0.4	19	1	-8	0	2	-1	4	0.1	-14	2
Cn1c(SCC(=O)c2c(N)n(C)c(=O)n(C)c2=O)nnc1-c1ccccc1F
→ -0.5	-1	6	-3	-13	11	-2	-6	-0.1	-27	-4
COc1cc(OC)nc(Oc2cccc(Cl)c2C)n1
→ -0.2	13	-4	7	25	7	-5	nt	-0.2	-9	17
CC1(C)NC(=O)N(CC(O)Cn2c3ccccc3c3ccccc32)C1=O (stereo not drawn)
→ -0.3	19	0	7	-2	-1	3	-2	0.1	8	-2
Cc1ccc(-c2nnc3ccc(SCC(=O)Nc4cc(C)on4)nn23)cc1
→ 2.9	25	1	-1	-17	-7	0	10	-0.1	-6	7
O=C(NCCCO)C(=O)NCC(c1ccc2c(c1)OCO2)N1CCN(c2ccc(F)cc2)CC1 (stereo not drawn)
→ -0.2	8	-8	-4	-5	11	0	-1	-0.1	-12	2
COc1ccccc1OCC(=O)Nc1ccc(S(=O)(=O)Nc2cc(C)nc(C)n2)cc1
→ -0.1	10	17	9	2	7	5	11	0.0	-19	3
CC1CCC(C(O)(C(=O)O)C2CCCCC2)CC1C (stereo not drawn)
→ -0.5	8	0	10	-10	66	nt	10	-0.2	24	10
CCOc1ccc(CN2C(=O)c3ccccc3C2C(=O)NCC2CCCO2)cc1 (stereo not drawn)
→ -0.4	13	1	-2	2	-2	4	-5	0.1	11	3
COc1ccc(/C=N/NC(=O)c2[nH]c(C)c(C(=O)N/N=C/c3ccc(OC)cc3)c2C)cc1
→ -0.5	7	8	18	-29	-4	-5	0	0.0	-27	1
O=C(Nc1ccc2c(c1)OCCO2)C1c2ccccc2OCC(=O)N1Cc1ccco1 (stereo not drawn)
→ 0.7	14	nt	-9	nt	nt	nt	nt	-0.2	-8	nt
CS(=O)(=O)N1CCc2cc(C(=O)Nc3ccccc3Br)ccc21
→ 1.6	-189	7	-28	-10	-20	nt	-83	-0.2	-78	-210
Cc1cccc(C)c1NC(=O)C1CCCN1C(=O)Nc1cccc(F)c1 (stereo not drawn)
→ 0.4	5	5	24	-2	2	10	7	-0.1	-19	-10
COC(=O)c1cc(OC)c(OC)cc1NC(=S)N1CCN(c2ccccn2)CC1
→ -0.7	14	-5	-36	7	15	1	3	0.1	-7	10
CCOc1ccc(-c2cn(S(=O)(=O)c3cccc4nsnc34)nc2N)cc1
→ -2.6	3	-7	3	11	-2	4	-8	-0.2	10	23
O=c1[nH]ncc2c3ccccc3n(Cc3ccc(F)cc3)c12
→ -1.7	31	-21	15	32	-5	1	6	-0.1	-24	23
CC(C)Oc1ccccc1C1(c2ccccc2)NC(=O)NC1=O (stereo not drawn)
→ 0.3	13	1	-8	-5	-31	0	4	0.0	-12	17
CCOC(=O)CCN1C(=O)c2ccccc2Sc2ncccc21
→ -0.4	7	-16	6	12	-10	-3	-5	-0.1	-1	5
CCSc1ccccc1C(=O)NCc1ccc(OC)cc1
→ -1.5	4	-6	2	10	-6	2	-5	0.1	6	10
O=C(Nc1cccc(Cl)c1)c1ccc2c(c1)OCCO2
→ 0.2	-215	-12	5	3	-57	2	-76	0.1	-133	-265
CCN(CC)C(CNC(=O)CSc1nnnn1-c1cccc(F)c1)c1ccco1 (stereo not drawn)
→ 0.7	6	-4	4	0	-7	4	14	0.0	9	11
CN(CC(=O)Nc1ccc(Cl)cc1)C1CCCCC1
→ -0.1	-19	0	-2	-2	8	5	-11	0.1	1	-10
Cc1cc(C(=O)COc2cc(F)ccc2[N+](=O)[O-])c(C)n1CC1CCCO1 (stereo not drawn)
→ -0.4	18	-9	34	18	35	nt	nt	1.3	7	19
C/C(N)=C(/C#N)C(=O)CSc1nc2cc(Cl)ccc2c(=O)n1-c1ccc(C)cc1
→ 0.3	-26	4	30	1	82	2	-6	-0.2	-11	14
O=C(N/N=C/c1cccnc1)C(=O)N1CCCCCC1
→ -0.3	17	-6	-10	16	-32	-1	-5	0.0	23	12
CCCS(=O)(=O)c1c(S(=O)(=O)CCC)c2cc(-c3ccncc3)ccn2c1C(=O)OC
→ 0.7	13	8	-12	-31	5	0	-6	-0.6	-13	13
CCc1nn(CC(=O)NCc2cccnc2)c(=O)c2cc3occc3n12
→ -0.3	7	13	1	2	-28	-3	6	1.1	-4	9
O=C(NCC(=O)N1CCCCCCC1)c1ccccc1Br
→ -0.5	-21	-5	-4	4	-5	-3	-19	-0.1	-6	-31
C=CCOc1ccc(CNn2c(C)n[nH]c2=S)cc1OC
→ 7.1	-22	-20	-1	0	-9	5	-22	-0.2	-1	-44
CCOC(=O)[C@@H]1[C@H]2COc3ccc(Br)cc3[C@@H]2N2C(=O)N(c3cccc(F)c3)C(=O)[C@]12C
→ -0.9	12	-12	-8	3	-23	-3	4	0.5	3	2
CC(C)=CCN1CCN(Cc2ccc3nsnc3c2)CC1CCO (stereo not drawn)
→ 0.3	16	2	-13	14	-4	-3	9	0.1	-15	14
OCCNc1nc(N2CCCC2)nc(N2CCCC2)n1
→ -2.6	3	-6	0	-1	2	0	8	0.0	-15	17
c1ccc(-n2ncc3c(N4CCN(c5ccccn5)CC4)nc(N4CCCCCC4)nc32)cc1
→ -3.9	5	0	24	-1	10	4	-6	-0.3	-13	6
CC1(CO)CCCC1NCCNC1CCCC1(C)CO (stereo not drawn)
→ -0.5	3	11	-7	-6	13	nt	nt	-0.1	-19	-2
CSC(=NC#N)N1CCN(c2ccc(Cl)cc2)CC1
→ -0.3	-92	4	-1	-6	-10	0	-3	1.3	-3	-46
CN(C(=O)COc1ccc(Cl)cc1Br)C1CCCCC1
→ 0.3	-167	-12	-19	13	-18	0	-15	0.1	-67	-163
CC(C)(C)NC(=O)COC(=O)c1ccc2c(c1)C(=O)N(Cc1ccco1)C2=O
→ -0.7	-3	0	0	10	12	-2	3	0.1	-11	20
CC(C)c1ccc(NC(=S)NNc2ccc(Cl)c(C(=O)O)c2)cc1
→ -0.2	-57	2	-18	1	-9	0	-6	0.0	-47	-37
CC(=O)N(C)c1ccc(C(O)(C(F)(F)F)C(F)(F)F)cc1
→ 2.4	14	1	5	6	10	-3	2	0.0	9	-6
COc1ccc(C(CNC(=O)c2cccc(S(=O)(=O)N(C)c3ccccc3)c2)N2CCCC2)cc1 (stereo not drawn)
→ -1.3	8	12	2	0	23	2	-12	0.0	-16	10
Cc1nc2ccc(NC(=O)c3cc(S(=O)(=O)N(C)c4ccccc4)ccc3Cl)cc2s1
→ -0.8	2	8	40	-15	72	0	10	3.3	80*	16
COc1ccccc1N1N=C(c2cccs2)CC1c1ccccc1 (stereo not drawn)
→ -1.2	-4	-16	-1	14	14	6	5	1.2	1	11
O=C(O)C1(c2ccccc2)CCN(S(=O)(=O)c2ccccc2)CC1
→ 0.4	-3	5	1	-12	-5	-1	1	0.3	11	-2
O=C(C1CCCO1)N1CCN(C(=S)Nc2ccccc2)CC1 (stereo not drawn)
→ 0.3	18	-19	2	4	14	-1	7	-0.2	5	10
CCOc1ccc(NC(=O)CN(C)C(=O)c2ccc(N3CCCCCC3)c([N+](=O)[O-])c2)cc1OCC
→ -0.4	-14	4	-5	-2	27	0	-1	-0.1	-3	-9
COC(=O)NCCc1cc(OC)c(OC)cc1S(=O)(=O)N1CC(=O)Nc2ccccc21
→ 0.0	6	4	17	-2	-6	-4	4	-0.2	-18	18
COc1cc(C(=O)NC(C)CCn2cccn2)ccc1OC1CCN(C(C)=O)CC1 (stereo not drawn)
→ 0.0	3	9	6	8	3	-3	-4	0.1	-7	2
CCN(C(=O)COC(=O)C12CC3CC(CC(O)(C3)C1)C2)c1c(N)n(Cc2ccccc2)c(=O)[nH]c1=O
→ 0.3	7	7	22	-1	-13	nt	nt	-0.1	6	2
COc1ccc(OC)c(-c2csc(NC(=O)COC(=O)C3(C)CC3(Cl)Cl)n2)c1 (stereo not drawn)
→ -1.9	-18	9	-16	-12	10	2	-15	0.8	20	-15
NC(=O)c1ccccc1NC(=O)c1ccc2ccccc2c1
→ -0.7	-222	-9	-17	-17	-36	0	-50	0.0	-90	-246
COc1ccccc1NC(=O)c1ccc(COc2ccccc2Br)o1
→ 0.5	-24	-4	-1	21	-7	-2	-3	0.1	-53	-20
COc1ccc(-c2cc(C)nc3c(-c4ccccc4)cnn23)cc1
→ -0.6	-174	-12	65*	-6	-21	nt	-17	-0.1	-97	-219
Cc1occc1-c1nnc(SCC(=O)NCc2cccs2)n1-c1ccc(F)cc1
→ -0.7	31	12	-2	0	0	6	2	0.1	6	5
COc1ccc([C@H]2CC(=O)C=C(c3cc(OC)ccc3OC)C2)cc1
→ -3.1	20	-17	5	29	8	-2	31	0.1	-40	21
Cc1noc(C)c1C(=O)Nc1ccc(S(=O)(=O)N2CCCCC2)cc1
→ 0.0	16	-18	9	12	16	4	4	0.2	-13	2
Cc1ccc2nc(C3CCCN(C(=S)Nc4ccccc4C)C3)[nH]c2c1 (stereo not drawn)
→ 3.6	3	-3	-5	-10	25	5	2	0.1	-7	20

Profiles, quoted from the list. Values in the order: hiPSC survival	HIF-2a block	KKLEB tox	TWEAK Fn14 block	CF NFkB inh	Shn3 3UTR inh	NR2E3 ag-1	TRPM1 prom inh	aDG glyco act	NR2E3 ag-2	Peg3 promoter
COc1ccc(OC)c(-c2csc(NC(=O)COC(=O)C3(C)CC3(Cl)Cl)n2)c1 (stereo not drawn) is listed as -1.9	-18	9	-16	-12	10	2	-15	0.8	20	-15
CSC(=NC#N)N1CCN(c2ccc(Cl)cc2)CC1 is listed as -0.3	-92	4	-1	-6	-10	0	-3	1.3	-3	-46

Compound activity as filed in PubChem BioAssay.
